Assay outcomes from PubChem.
ABCB6 inh MLPCN – blocks the human ABCB6 transporter; fluorescence ratio to DMSO, % at 10 µM; K562-ABCB6 porphyrin accumulation, flow cytometry, 1 h; stronger effect = lower value; actives 0.19% (n = 360,000);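 active = fluorescence ratio to DMSO below 75%, the collection mean minus 3 SD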;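 also: signal is porphyrin accumulated inside mitochondria; 100% equals median channel fluorescence of DMSO control wells; lower ratio means ABCB6 inhibition with less porphyrin fluorescence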
aDG glyco up – increases alpha dystroglycan glycosylation | actives 0.22% (n = 360,000) | activation, % at 10 µM | Pro5-aDG cells, alpha-DG glycosylation AlphaScreen (IIH6); 0% Pro5, 100% B10-LARGE cell signal;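 active = activation of at least 8% versus controls, or a plate z-score of at least 8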;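 also: Pro5 are CHO cells carrying HIG-tagged alpha-DG that lacks glycosylation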
iPSC survival up – enhancers of human iPSC single-cell survival | survival enhancement, % at 20 µM | AID 602274 | actives 0.044% (n = 360,000) | hiPSC single-cell survival, ATPlite luminescence; 100% = ROCK inhibitor wells, 0% = DMSO; in the data active = survival enhancement above about 18%;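 also: cells exposed to compounds for 16 hours before the ATP read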
Granule exo inh – blocks lytic granule exocytosis; TALL-104 LAMP-1 surface exposure, flow cytometry; cells stimulated with thapsigargin and PMA; actives 0.66% (n = 360,000); inhibition, % at 10 µM;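 active = inhibition above about 55%, limit read from the data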
N-glyco inh – blocks N-linked glycosylation in D54 reporter cells | D54 ERlucT glycosylation luciferase reporter, 24 h; percent of 100 nM tunicamycin response | AID 588692 | reporter increase, % at 12.5 µM | actives 0.23% (n = 360,000);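 active = mean luciferase reporter signal, scaled so untreated is 0 and the glycosylation-blocking control 100, at or above a set limit in every replicate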;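 also: luciferase carries N-glycosylation sites so blocking glycosylation raises the light; 0% = median of neutral control wells and 100% = median of 100 nM tunicamycin wells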
H9c2 protect – myocardial damage modulation in H9c2 cells; H9c2 cardiomyocytes, H2O2 injury protection, ATPLite, 2 h; protection from H2O2 cell death, % at 20 µM; actives 0.63% (n = 360,000); AID 588492;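 active = compounds giving at least 50% protection of heart cells from peroxide-induced death in the single-dose screen, raw or plate-pattern-corrected value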;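 also: 0% = DMSO wells with peroxide and 100% = DMSO wells without peroxide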
ABHD5 PLIN5 PPI – blocks binding of human ABHD5 to perilipin-5 | Q00G26+Q8WTS1 | Split G. princeps luciferase complementation, luminescence, 4 h | inhibition, % at 4 µM | actives 0.78% (n = 360,000) | AID 602281;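 active = inhibition above the mean inhibition across every tested compound plus 3 SD, cut at about 22% in these data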;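 also: 0% = DMSO only wells and the 100% control is not disclosed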
MC4R ag barr – human MC4R agonism via beta-arrestin; P32245; U2OS MC4R beta-arrestin complementation, luminescence; percent of melanotan II response, DMSO zero; activation, % at 8.9 µM; actives 0.98% (n = 360,000);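 active = activation above a per-plate cutoff, the mean activation of sample wells on that plate plus 3 SD, cut at about 8% in these data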
Target sequence (P32245 whole entry, looked up): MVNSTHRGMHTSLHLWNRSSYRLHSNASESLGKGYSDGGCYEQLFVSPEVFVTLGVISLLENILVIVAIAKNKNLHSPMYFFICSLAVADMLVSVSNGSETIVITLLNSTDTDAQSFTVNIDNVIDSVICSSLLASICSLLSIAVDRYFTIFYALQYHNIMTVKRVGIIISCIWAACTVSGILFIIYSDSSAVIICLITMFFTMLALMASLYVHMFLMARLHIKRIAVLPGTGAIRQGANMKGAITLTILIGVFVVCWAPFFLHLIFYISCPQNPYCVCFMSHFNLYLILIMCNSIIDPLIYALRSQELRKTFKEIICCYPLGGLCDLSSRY
HTR2A ag – agonists of mouse serotonin 5-HT2A receptor (HTR2A); P35363; CHO-K1 mHTR2A beta-arrestin complementation, luminescence; percent of 30 µM serotonin response; activation, % at 7.6 µM; actives 0.66% (n = 360,000); AID 624169;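 active = activation above a run cutoff, the mean activation of all tested compounds plus 3 SD, cut at about 14% in these data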;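 also: 0% = plate median of compound wells and 100% = 30 µM serotonin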
Target sequence (P35363 whole entry, looked up): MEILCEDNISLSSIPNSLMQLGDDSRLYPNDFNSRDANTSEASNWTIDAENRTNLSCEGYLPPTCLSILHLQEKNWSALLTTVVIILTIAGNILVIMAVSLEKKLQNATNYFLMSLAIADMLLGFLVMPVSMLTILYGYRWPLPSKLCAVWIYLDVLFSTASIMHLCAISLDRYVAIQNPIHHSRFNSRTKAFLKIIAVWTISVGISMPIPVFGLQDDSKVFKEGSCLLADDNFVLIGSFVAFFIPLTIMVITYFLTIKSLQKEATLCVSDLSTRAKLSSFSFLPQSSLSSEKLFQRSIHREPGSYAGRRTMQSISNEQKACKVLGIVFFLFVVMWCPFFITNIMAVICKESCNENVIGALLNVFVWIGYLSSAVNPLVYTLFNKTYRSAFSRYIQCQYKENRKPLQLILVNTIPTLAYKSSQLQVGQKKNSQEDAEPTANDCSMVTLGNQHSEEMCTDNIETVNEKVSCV
MC4R antagonist – human MC4R antagonism in cAMP assay; MC4R-expressing cells, MTII-stimulated cAMP, LANCE TR-FRET; inhibition, % at 6.5 µM; actives 0.48% (n = 360,000); AID 540295;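 active = inhibition above its plate's cutoff, the mean of tested wells on that plate plus 3 SD, cut at about 29% in these data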;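 also: 0% = Melanotan II alone and 100% = Melanotan II plus saturating MCL0020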
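Assay system: U2OS-MC4R stable cell line; Also added: Melanotan II; Technique: Eu-cAMP/anti-cAMP TR-FRET, emission 671 nm; Times: 30-min compound, 1-h challenge, 1-h detection, room temperature.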
Numbers without * were called inactive; / = no result given. Outcome played no part in choosing rows; any-hit rate near 4.5%.

Each structure is followed by: ABCB6 inh MLPCN | aDG glyco up | iPSC survival up | Granule exo inh | N-glyco inh | H9c2 protect | ABHD5 PLIN5 PPI | MC4R ag barr | HTR2A ag | MC4R antagonist
COc1ccc(N2CCN(C(=O)c3cc4c(C)nc5ccccc5c4o3)CC2)cc1
  93.0 | -0.3 | -0.4 | 3.7 | 0.0 | 7.8 | -0.9 | -3.2 | 6.5 | 2.7
NC(=O)c1ccc(Oc2ccc(Cl)cc2)c([N+](=O)[O-])c1
  97.0 | -0.1 | -0.6 | -5.0 | -0.3 | -6.1 | -1.3 | -2.0 | -6.6 | 8.1
COC(=O)c1ccc2nc(-c3ccco3)c(Cc3ccc(OC)cc3C)n2c1
  109.0 | 0.3 | -1.3 | 3.3 | -0.9 | -2.1 | 46.7* | / | 4.0 | /
O=C(CCNC(=O)c1ccc(Cl)cc1)Nc1c(F)c(F)cc(F)c1F
  93.0 | -0.1 | 2.4 | -4.3 | 1.2 | -2.1 | 0.9 | 0.1 | 3.5 | 4.8
Cc1occc1-c1n[nH]c(=S)n1-c1ccccc1
  103.0 | 0.0 | 9.7 | -4.2 | 0.7 | 5.9 | 3.0 | -0.6 | 0.3 | 25.6
O=C1Nc2ccccc2N=C(c2ccc3c(c2)OCO3)C1N(C(=O)c1ccnc2ccccc12)c1ccccc1 (stereo not drawn)
  97.0 | -0.2 | 0.0 | -2.1 | -3.2 | -2.5 | -10.8 | / | -2.8 | /
COC(=O)C(C#N)C(=C1C(=O)CC(C)(C)CC1=O)c1ccc(O)cc1 (stereo not drawn)
  103.0 | -0.2 | -2.0 | -2.5 | 1.8 | 14.6 | -0.1 | -0.7 | -1.5 | 18.4
O=C(CSCc1ccccc1)Nc1ccc(F)c(F)c1
  102.0 | -0.1 | -0.7 | 3.6 | -1.5 | -2.1 | -0.2 | -1.4 | 0.9 | 3.1
O=C(OCC(=O)N1CCc2ccccc21)C1CCCN1S(=O)(=O)c1ccc(Cl)cc1 (stereo not drawn)
  96.0 | -0.2 | -0.7 | 5.5 | 1.4 | 0.0 | 2.8 | 0.1 | -2.5 | 12.3
O=C(Nc1cccc(Br)c1)c1cc(=O)c2ccccc2o1
  102.0 | -0.1 | 1.3 | -8.8 | -2.0 | 0.2 | 2.4 | 1.1 | 1.1 | -1.7
CCN1CCN(S(=O)(=O)c2ccc(C(=O)Nc3sc4c(c3C(N)=O)CCN(CC)C4)cc2)CC1
  109.0 | 0.0 | -0.5 | -3.5 | -5.2 | 5.4 | 9.7 | -2.3 | -9.4 | -5.6
Cc1ccc(NC(=O)CN2C(=O)COc3ccc(S(=O)(=O)N4CCCC4)cc32)c(C)c1
  95.0 | 0.0 | -0.5 | -2.7 | 0.3 | 0.1 | -0.5 | 0.6 | 1.7 | 7.5
COc1ccc(S(=O)(=O)N2CCC(C(=O)N3CCCC3)CC2)cc1
  104.0 | 0.3 | 8.3 | -2.3 | 0.7 | -12.6 | -9.2 | -1.6 | -2.0 | 4.1
O=C(O)C1CCCN1C(=O)C12CC3CC(CC(C3)C1)C2 (stereo not drawn)
  89.0 | 0.0 | -0.6 | -10.5 | 2.6 | 8.8 | -3.7 | -0.3 | -2.9 | 4.4
C=Cc1ccc(CC2(C)C(=O)Nc3ccc(-c4cccnc4)cc32)cc1 (stereo not drawn)
  100.0 | 0.7 | -2.3 | -5.2 | -9.0 | 4.3 | -5.6 | -0.9 | -0.2 | 8.5
O=C(Nc1ccccc1)C1CCCCC1
  96.0 | 0.0 | 0.2 | 1.4 | -0.3 | -1.6 | -3.4 | -1.3 | -0.4 | 11.4
CCCCCC(=O)N1CCN(c2ccc(C(C)=O)cc2F)CC1
  95.0 | 1.3 | -0.7 | -1.3 | -2.2 | -10.9 | 6.2 | 0.3 | 2.3 | 4.4
CCOP(=O)(OCC)C(NC(=O)c1cccs1)C(F)(F)F (stereo not drawn)
  104.0 | -0.1 | 0.9 | -3.3 | -0.9 | -3.8 | 4.2 | -1.7 | 3.7 | 10.6
CCC(C(=O)NCCc1c[nH]c2cc(OC)ccc12)c1ccccc1 (stereo not drawn)
  99.0 | 0.3 | -0.6 | 33.4 | -1.1 | 2.2 | 1.8 | -2.5 | 6.5 | 7.5
COc1cc(C(C)=O)ccc1OC(=O)c1cc2cccc(OC)c2oc1=O
  96.0 | 0.2 | -0.4 | 2.0 | 0.8 | 8.2 | 1.9 | -1.0 | 0.8 | 21.4

Continued:
molecule	ABCB6 inh MLPCN	aDG glyco up	iPSC survival up	Granule exo inh	N-glyco inh	H9c2 protect	ABHD5 PLIN5 PPI	MC4R ag barr	HTR2A ag	MC4R antagonist
Cc1ccc(S(=O)(=O)N2CCSC2C(=O)O)cc1 (stereo not drawn)	97.0	0.1	-0.9	4.2	3.6	14.5	0.8	-1.8	-0.3	-0.1
CCCCCCn1cc(CN(C)C2CN(Cc3cn(CCCCCC)nn3)S(=O)(=O)C2)nn1 (stereo not drawn)	96.0	0.2	-0.9	0.5	/	/	-2.0	/	-3.5	/
CCOC(=O)[C@@H]1[C@H]2COc3cc(OC)ccc3[C@@H]2N2C(=O)N(c3ccc(F)cc3)C(=O)[C@@]12C	103.0	-0.1	-0.3	-7.0	0.3	5.4	-7.5	0.5	-5.2	7.7
Cc1ccc(NC(=O)CN(C)Cc2ccc(F)cc2)c([N+](=O)[O-])c1	99.0	-0.1	0.1	1.7	0.6	-6.1	-8.5	-0.9	1.7	-4.8
COc1ccc(-n2c(Cc3cccn3C)nnc2SCC(=O)Nc2ccc3c(c2)OCO3)cc1	106.0	0.1	0.4	0.2	0.1	7.4	4.6	-1.8	-0.5	4.8
CC1CCCCN1C(=O)COC(=O)c1cc(-c2cccs2)nn1-c1ccccc1 (stereo not drawn)	97.0	0.0	0.0	-0.4	-1.8	3.3	0.1	-3.0	-1.8	-2.2
O=C(NCCC(c1ccccc1)c1ccco1)c1cccs1 (stereo not drawn)	98.0	0.0	0.8	-5.2	-0.1	-2.1	-1.2	1.1	-1.7	8.9
O=C(CSc1nnc(NCc2ccccc2)s1)NC1CCS(=O)(=O)C1 (stereo not drawn)	97.0	0.0	-0.7	-2.2	0.7	0.5	4.8	-0.4	-2.3	5.0
CC1C/C(=N/NC(=O)c2cccc(F)c2)c2ccc(O)cc2C1 (stereo not drawn)	112.0	-0.2	-2.0	-4.2	-0.4	-4.0	3.6	-0.1	-2.1	-5.5
CN(C)c1ccc(C2C3=C(CCCC3=O)OC3=C2C(=O)CCC3)cc1	106.0	0.0	1.3	7.1	0.4	10.3	0.5	-2.3	8.2	-0.8
Cc1cc(C)c(NS(=O)(=O)c2ccc3c(c2)n(C)c(=O)n3C)c(C)c1	105.0	0.1	1.5	-0.7	15.4	17.0	8.5	-1.0	-1.9	28.0
COc1ccc(-c2nnn(CC(=O)N(CC(=O)NC3CCCC3)Cc3ccco3)n2)cc1OC	97.0	0.3	0.3	-2.1	-1.3	5.3	-2.8	-1.5	1.0	3.5
CCOc1ccc(NC(=O)COc2ccc(C(=O)NC3CCCc4ccccc43)cc2OC)cc1 (stereo not drawn)	101.0	-0.3	0.0	-1.3	3.2	-12.0	9.1	9.3*	6.7	19.2
O=C(c1ccc(F)cc1)N1CCC(C(=O)N2CCN(S(=O)(=O)c3cccc(F)c3)CC2)CC1	103.0	0.0	-0.7	-3.8	-0.3	4.6	-7.4	-2.9	2.7	10.3
CCOC(=O)C1(Cc2cccc(Cl)c2)CCCN(C(=O)c2occc2C)C1 (stereo not drawn)	98.0	0.2	0.7	-5.1	-0.6	5.0	-3.7	-0.8	8.2	3.4
Cc1ccc(S(=O)(=O)N2CCOCC2)cc1C(=O)OCC(=O)NCc1ccccc1	100.0	0.1	-0.6	-1.4	-1.3	-0.9	-6.2	-1.7	-0.2	-5.0
Cc1ccccc1Nc1nc(N)nc(CSc2nnc3sc4ccccc4n23)n1	102.0	0.3	-1.3	-1.1	0.9	14.4	1.2	-1.2	0.7	-16.5
O=C(Nc1cccc(-c2nc3ncccc3o2)c1)c1ccc2c(c1)OCO2	99.0	0.3	-1.8	8.1	1.1	-0.9	4.8	0.0	-1.9	7.1
O=C(O)/C=C/c1cccnc1	96.0	-0.1	0.6	5.3	3.1	-3.1	5.7	0.7	4.9	9.7
CCCCn1c(N)c(N(CC(C)C)C(=O)c2cccc(S(=O)(=O)N(CC)c3ccccc3)c2)c(=O)[nH]c1=O	100.0	0.1	-0.4	-0.7	0.0	2.2	-1.1	-1.6	-0.5	16.7
Cc1ccc(Cl)c(NC(=O)CCl)c1Cl	101.0	0.9	-1.2	2.8	13.7	2.7	0.7	-4.4	-1.4	4.3
Cc1cc(C)cc(OCC(=O)N(Cc2ccc(N(C)C)cc2)C2CCS(=O)(=O)C2)c1 (stereo not drawn)	106.0	-0.1	1.4	-3.3	-2.2	-5.9	-1.1	0.2	3.5	4.0
COC(=O)Cn1c2ccc(OC)cc2c2nc3ccccc3nc21	98.0	0.5	-1.1	0.2	5.5	-0.1	-0.1	0.7	3.4	-4.1
Cc1cc(-c2nnc3sc(-c4ccc(Cl)cc4Cl)nn23)n[nH]1	104.0	0.1	-1.9	-8.2	5.7	-2.9	0.4	-2.0	4.6	1.3
CS(=O)(=O)c1ccc(C(=O)N2CCN(Cc3ccccc3)CC2)cc1	93.0	0.4	0.4	16.9	-0.5	2.3	-2.1	-1.2	1.6	2.8
COc1ccc(OC)c(C2CC(=O)N3CN(c4ccccc4)CSC3=C2C#N)c1 (stereo not drawn)	95.0	0.0	-0.9	1.3	1.8	-5.5	-12.5	-1.8	-0.1	6.8
CN(C)c1ncnc2c1ncn2[C@H]1CN(Cc2ccccc2)C[C@@H](CO)O1	95.0	-0.1	-1.2	3.5	1.1	2.5	8.7	-0.5	-1.8	-1.4
Cc1ccc(C2C(C(=O)c3cccs3)=C(O)C(=O)N2c2ccc(S(N)(=O)=O)cc2)cc1 (stereo not drawn)	99.0	-0.2	-0.3	-0.2	1.0	13.4	-4.5	-0.4	-2.4	6.7

An excerpt from above in order of length of the SMILES, smallest number first:
molecule	ABCB6 inh MLPCN	aDG glyco up	iPSC survival up	Granule exo inh	N-glyco inh	H9c2 protect	ABHD5 PLIN5 PPI	MC4R ag barr	HTR2A ag	MC4R antagonist
Cc1cc(-c2nnc3sc(-c4ccc(Cl)cc4Cl)nn23)n[nH]1	104.0	0.1	-1.9	-8.2	5.7	-2.9	0.4	-2.0	4.6	1.3
O=C(Nc1cccc(-c2nc3ncccc3o2)c1)c1ccc2c(c1)OCO2	99.0	0.3	-1.8	8.1	1.1	-0.9	4.8	0.0	-1.9	7.1
Cc1cc(C)cc(OCC(=O)N(Cc2ccc(N(C)C)cc2)C2CCS(=O)(=O)C2)c1 (stereo not drawn)	106.0	-0.1	1.4	-3.3	-2.2	-5.9	-1.1	0.2	3.5	4.0
O=C(c1ccc(F)cc1)N1CCC(C(=O)N2CCN(S(=O)(=O)c3cccc(F)c3)CC2)CC1	103.0	0.0	-0.7	-3.8	-0.3	4.6	-7.4	-2.9	2.7	10.3
